TCR CD3 inh: inhibitors of human TCR-CD3 interaction; TAMRA-labeled TCR probe fluorescence, biochemical; inhibition, % at 9.4 µM; 360,000 compounds, 0.37% hits; AID 651800; in the data active = inhibition above about 19%;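 note: recombinant mutant TCR 2C K166C tagged with TAMRA read by polarization; 0% = receptor in buffer alone and 100% = receptor with positive control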
TDP2 inh: TDP2 (human) inhibition, absorbance primary screen; O95551; AID 720702; inhibition, % at 12.8 µM; 370,000 compounds, 0.34% hits; recombinant TDP2, T5PNP hydrolysis, p-nitrophenol absorbance 415 nm;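 active = inhibition above the mean of all tested compounds plus 3 SD, set per campaign, cut at about 25% in these data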;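 note: 0% = DMSO with enzyme and 100% = buffer with substrate but no TDP2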
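Test system: human TDP2 enzyme; Input: 120 nM TDP2 per well; Buffer or medium: Mg2+-containing Tris-HCl buffer, pH 7.5; Reagent: 5 mM T5PNP; Dosing: 12.8 µM single point, 1% DMSO; Incubation: reaction 2 h, 37 °C; Detection: p-Nitrophenol epi absorbance; Read-out: % inhibition relative to enzyme-containing and enzyme-free wells; Replicates: single well per compound.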
PRMT1 inh: blocks human protein arginine methyltransferase 1; Q99873; recombinant PRMT1, activity-based probe fluorescence polarization; inhibition, % at 2.79 µM; 370,000 compounds, 1.3% hits; AID 652257;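 active = inhibition above about 21% made by adding two undisclosed values, limit read from the data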
DDE Tn7 FP inh: inhibitors of Tn7 peptide binding to human fibrin DD(E) | FP displacement of FITC-Tn7 peptide from fibrin DD(E); 0% = median of compound wells per plate | inhibition, % at 8.3 µM | 370,000 compounds, 0.13% hits;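 active = inhibition above the mean of compounds falling within the control limits plus 3 SD of them, cut at about 14% in these data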;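 note: 0% = plate median of compound wells and 100% = 10 µM Aha-Tn7 peptide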
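Assay system: human fibrin DD(E). Input: DD(E) 2 µM final. Medium: Tris buffer with calcium and detergent, pH 7.8. Compound dosing: single point at 8.3 µM. Timing: 10 min plus 3 h, room temperature. Technique: fluorescence polarization of the labelled Tn7 tracer. Read-out: percent inhibition. Replicates: singlicate testing.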
SIAE primary: blocks human sialic acid acetylesterase; Q9HAT2; 370,000 compounds, 0.69% hits; SIAE FP-Rh probe binding, fluorescence polarization; inhibition, % at 9.66 µM;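 active = inhibition above a cutoff: mean of compounds within the control limits plus 3 SD of those, cut at about 17% in these data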;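 note: 0% = plate median of compound wells and 100% = probe without SIAE protein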
Target sequence (Q9HAT2 whole entry, looked up): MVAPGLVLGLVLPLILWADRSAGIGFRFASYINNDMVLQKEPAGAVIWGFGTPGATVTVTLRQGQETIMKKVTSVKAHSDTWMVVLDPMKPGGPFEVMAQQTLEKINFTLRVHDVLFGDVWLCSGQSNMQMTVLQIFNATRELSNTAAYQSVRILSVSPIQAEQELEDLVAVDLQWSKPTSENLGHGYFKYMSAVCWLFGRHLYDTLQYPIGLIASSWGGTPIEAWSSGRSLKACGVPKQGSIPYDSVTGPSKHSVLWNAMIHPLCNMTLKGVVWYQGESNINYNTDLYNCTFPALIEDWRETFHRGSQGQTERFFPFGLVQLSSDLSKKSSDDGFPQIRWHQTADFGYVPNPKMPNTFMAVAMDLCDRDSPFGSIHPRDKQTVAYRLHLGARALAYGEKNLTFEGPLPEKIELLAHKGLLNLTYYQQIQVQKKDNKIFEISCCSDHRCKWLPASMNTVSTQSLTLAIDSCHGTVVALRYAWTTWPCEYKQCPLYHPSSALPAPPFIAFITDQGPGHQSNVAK
UHRF1 binding: UHRF1 methyl-DNA binding inhibition; 370,000 compounds, 0.75% hits; Q96T88; AID 687016; UHRF1 binding to methylated oligo, TR-FRET; inhibition, % at 4.4 µM; in the data active = inhibition above about 21%;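 note: UHRF1 SRA domain binding a hemimethylated CpG hairpin DNA probe; 0% = median of test compound wells and 100% = reference inhibitor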
LEDGF integ inh: blocks HIV-1 LEDGF/p75-dependent DNA integration. TR-FRET IN-LEDGF/p75 DNA integration, Eu/Cy5. inhibition, % at 3.7 µM. 370,000 compounds, 0.64% hits. AID 743269;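 active = inhibition above the screen-wide mean plus 3 SD, cut at about 13% in these data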;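 note: signal is the Cy5 over europium emission ratio at 671 and 618 nm; 0% = plate median of compound wells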
ABHD4 inh: inhibitors of mouse ABHD4; purified mABHD4, FP-Rh probe fluorescence polarization; 370,000 compounds, 0.54% hits; inhibition, % at 8.92 µM; Q8VD66; AID 720543;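 active = inhibition exceeding the mean over every tested compound plus 3 SD, cut at about 30% in these data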;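 note: 0% = plate median of compound wells and 100% = S159A mutant with DMSO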
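Assay system: wild-type mouse ABHD4 protein; compound: single nominal dose of 8.92 µM, 0.89% DMSO final; schedule: 45 min + 60 min at 25 °C; measured by: FP readout, ex 525 nm / em 598 nm; evaluation: % inhibition of FP-Rh probe binding versus controls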
HTRA1 inh: blocks human HTRA1 serine peptidase | Q92743 | recombinant HTRA1, FP-rhodamine activity-based probe, fluorescence polarization | inhibition, % at 5.96 µM | 340,000 compounds, 0.5% hits | AID 504803; in the data active = inhibition above about 36%;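 note: 0% = enzyme with DMSO and 100% = wells lacking enzyme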
Target sequence (Q92743 whole entry, looked up): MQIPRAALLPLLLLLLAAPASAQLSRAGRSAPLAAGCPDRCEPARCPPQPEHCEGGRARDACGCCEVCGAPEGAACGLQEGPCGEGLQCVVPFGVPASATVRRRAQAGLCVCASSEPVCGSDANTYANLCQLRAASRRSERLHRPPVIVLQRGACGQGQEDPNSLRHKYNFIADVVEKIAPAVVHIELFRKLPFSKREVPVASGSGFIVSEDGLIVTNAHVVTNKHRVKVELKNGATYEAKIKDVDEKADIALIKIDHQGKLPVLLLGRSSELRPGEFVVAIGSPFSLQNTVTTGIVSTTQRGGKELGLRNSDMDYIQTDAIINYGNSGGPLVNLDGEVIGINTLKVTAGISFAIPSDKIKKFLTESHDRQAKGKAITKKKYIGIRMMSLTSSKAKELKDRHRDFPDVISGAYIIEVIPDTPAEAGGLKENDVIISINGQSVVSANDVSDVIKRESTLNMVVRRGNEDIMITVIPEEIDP
PG9 binder: PG9 antibody binding by small molecule; TR-FRET gp120-PG9 antibody binding; inhibition, % at 6.7 µM; 360,000 compounds, 0.43% hits; AID 624416; in the data active = inhibition above about 8.5%
Active calls of the source: *; . = not tested or not shown.

The line under a structure holds: PRMT1 inh	TDP2 inh	HTRA1 inh	PG9 binder	ABHD4 inh	LEDGF integ inh	UHRF1 binding	TCR CD3 inh	SIAE primary	DDE Tn7 FP inh
- CN1CCC(N2CCN(C3CN(C4CCCCC4)S(=O)(=O)C3)CC2)CC1 (centres undefined)
    3	1	.	-0.5	1	-4	0	-1	1	-3
- C=CCCN(Cc1ccccc1)S(=O)(=O)c1cc(Br)ccc1Br
    0	-2	-19	0.7	-7	0	-2	6	-4	6
- O=C1Nc2cc(C(=O)N3CCOCC3)ccc2SC1N1CCOCC1 (centres undefined)
    5	11	18	0.1	9	-1	1	-3	-4	5
- CCCCNc1nc(N)nc(-c2cc(Cl)ccc2O)n1
    0	-11	-13	1.1	-2	-1	6	2	-5	-8
- COc1ccc(-c2ccc(SCC(=O)N3CC(=O)Nc4ccccc43)nn2)cc1
    -3	2	7	0.1	3	3	2	4	-1	-1
- O=C(O)CCCC(=O)N1CCN(c2nc(-c3ccccc3)c3ccccc3n2)CC1
    2	-7	2	0.0	3	3	0	-1	2	-1
- Cc1cc(C)n(C(C)CC(=O)Nc2ccc3c(c2)OCO3)n1 (centres undefined)
    2	2	5	-2.6	0	-3	1	2	5	3
- COc1ccc(-c2sc3cc4c(cc3c2C#CCO)OCO4)cc1
    2	2	-26	0.2	-15	5	13	8	1	5
- COc1ccc(NC(=O)CN(C2CCCCC2)S(C)(=O)=O)cc1Cl
    -2	-10	-5	0.7	1	-1	0	1	1	-5
- COc1cc(C(=O)N2CCN(C3CCCCC3)CC2)cc(OC)c1OC
    -3	25*	5	-2.4	10	-2	-3	6	18*	-2
- CCCCOc1ccc(C(=O)NC2CCCCN(Cc3cccc(Cl)c3)C2=O)cc1 (centres undefined)
    1	-7	.	.	-7	-3	-1	.	-2	3
- CC(=O)NCc1ccc(S(=O)(=O)N/N=C/c2ccc(Br)cc2)cc1
    -3	5	-2	0.2	-2	1	-3	0	-2	-7
- O=c1c2[nH]c3cccc(Cl)c3c2ncn1Cc1ccncc1
    2	1	2	-0.2	6	0	0	0	-9	-4
- O=C(CCCNS(=O)(=O)c1cccc2nsnc12)NCc1ccc(Cl)cc1
    -2	9	0	-0.7	0	0	-2	-3	1	-2
- CC(C)Cn1c(SC(C)C(=O)NC2CC2)nnc1-c1ccccc1F (centres undefined)
    0	-6	-4	0.7	7	1	1	-1	11	2

The list goes on.
The line under a structure holds: PRMT1 inh	TDP2 inh	HTRA1 inh	PG9 binder	ABHD4 inh	LEDGF integ inh	UHRF1 binding	TCR CD3 inh	SIAE primary	DDE Tn7 FP inh
- Cc1cc(C(=O)OCC(=O)Nc2ccccc2C)c(C)o1
    0	2	3	-0.6	0	1	2	-4	-6	-3
- CCN1C(=O)[C@@H]2[C@@H](c3ccc(SC4CCCCC4)c(OC)c3)N3CCC[C@@]3(C(=O)OC)[C@@H]2C1=O
    -1	2	-13	0.2	7	0	0	-5	6	1
- COc1ccc(S(=O)(=O)NNC(=O)c2sccc2-n2cccc2)cc1
    -5	5	6	1.7	2	4	0	10	-1	-2
- O=C(COc1ccccc1[N+](=O)[O-])NC1CC1
    2	4	-3	-0.4	4	4	0	1	-3	7
- CCCCn1c(N)c(N(CCOC)C(=O)C2CC(=O)N(Cc3ccc(C)cc3)C2)c(=O)[nH]c1=O (centres undefined)
    5	4	2	1.7	-1	1	2	-4	3	4
- Cc1ccccc1S(=O)(=O)NC(=O)C1(C)CCN1C(=O)C1CCCCC1 (centres undefined)
    -2	-3	.	0.1	-1	2	1	5	6	-4
- O=C(Cc1ccccc1[N+](=O)[O-])NNC(=O)c1cccs1
    -2	7	-1	-0.2	2	-1	-1	-2	6	-1
- CC(CC(C)C(=O)N1CCOCCN(C(=O)C(C)CC(C)C(=O)O)CCOCC1)C(=O)O (centres undefined)
    2	11	-1	1.2	0	-2	2	-5	-2	2
- O=C(CSc1nccn1Cc1ccco1)Nc1ccccc1
    0	14	-2	-1.8	-1	-1	0	10	2	-4
- CC(=O)NS(=O)(=O)c1ccc(N2C(=O)c3ccccc3C2=O)cc1
    3	-1	0	-0.5	4	-8	2	-2	1	-3
- O=[N+]([O-])c1ncc(Br)cc1Nc1ccccc1
    5	1	4	-0.9	2	-1	-2	-1	1	5
- COc1cccc(OCc2nc3ncc(Br)cc3[nH]2)c1
    1	-7	-1	51*	-7	-3	-93	3	-4	-2
- O=C(NCc1ccc(Cl)cc1)C1CCN(C(=O)Cc2ccccc2)CC1
    0	3	5	0.2	5	3	1	1	0	-3
- COn1c2c(c3c4nonc4ccc31)CCCC2
    2	7	-11	-1.8	4	-1	-9	0	1	5
- O=C(c1ccc(Cl)cc1)C1C2C(=O)N(c3ccccc3)C(=O)C2C2CCCN21 (centres undefined)
    2	-3	4	-0.6	9	0	0	-4	-2	-10

Arranged by length of the SMILES (ascending): some entries from above
The line under a structure holds: PRMT1 inh	TDP2 inh	HTRA1 inh	PG9 binder	ABHD4 inh	LEDGF integ inh	UHRF1 binding	TCR CD3 inh	SIAE primary	DDE Tn7 FP inh
- O=C(CSc1nccn1Cc1ccco1)Nc1ccccc1
    0	14	-2	-1.8	-1	-1	0	10	2	-4
- CC(CC(C)C(=O)N1CCOCCN(C(=O)C(C)CC(C)C(=O)O)CCOCC1)C(=O)O (centres undefined)
    2	11	-1	1.2	0	-2	2	-5	-2	2
- CCCCn1c(N)c(N(CCOC)C(=O)C2CC(=O)N(Cc3ccc(C)cc3)C2)c(=O)[nH]c1=O (centres undefined)
    5	4	2	1.7	-1	1	2	-4	3	4
- CCN1C(=O)[C@@H]2[C@@H](c3ccc(SC4CCCCC4)c(OC)c3)N3CCC[C@@]3(C(=O)OC)[C@@H]2C1=O
    -1	2	-13	0.2	7	0	0	-5	6	1

Next section:
The line under a structure holds: PRMT1 inh	TDP2 inh	HTRA1 inh	PG9 binder	ABHD4 inh	LEDGF integ inh	UHRF1 binding	TCR CD3 inh	SIAE primary	DDE Tn7 FP inh
- N=Nc1c(O)n(CC(=O)Nc2ccccc2)c2ccccc12
    7	-9	-2	-3.5	5	-4	-1	-2	1	-4
- Cc1nn(-c2ccccc2)c(Cl)c1/C=C/C(=O)c1ccc(O)cc1
    -4	-7	-35	-2.4	-27	-5	-3	-3	-3	-8
- Clc1ccc(-c2nnc(-c3ccc(Br)cc3)c(N3CCSCC3)n2)cc1
    2	-1	-9	0.6	-9	0	0	2	6	3
- CCn1c(SCC(=O)NCc2ccc(F)cc2)nc2c(c1=O)SC(C)C2 (centres undefined)
    6	4	2	0.8	0	-3	5	-7	1	6
- O=C(NNc1ccccn1)C(=O)NNS(=O)(=O)c1ccc(Cl)cc1
    -1	2	6	0.4	58*	-6	1	2	-2	-6
- Cc1c(CC(=O)N2CCC(O)CC2)c(=O)oc2cc3c(cc12)CCC1(CCCCC1)O3
    3	5	-4	1.5	3	2	1	1	-10	-1
- CN(Cc1ccccc1)C(=O)c1ccccc1-c1ccccc1
    -3	-5	-8	-0.2	5	7	2	2	2	-2
- CC(=O)Nc1ccc(S(=O)(=O)NCC(=O)NNC(=O)c2csc(N3CCOCC3)n2)cc1
    52*	-1	8	-1.4	-3	-3	2	-5	0	-4
- Cc1cccc(C(=O)Nc2cccc(C(=O)N/N=C/c3ccc4c(c3)OCO4)c2)c1
    -2	7	-24	-2.5	-19	1	1	2	2	4
- O=C(C[C@H]1C[C@H](C(=O)N2CCCCC2)[C@@]2(CCc3ccccc3)c3[nH]c4cc(-c5ccco5)ccc4c3CCN2C1=O)NCc1cccc(C(F)(F)F)c1
    12	1	-6	0.5	-11	1	-4	-8	-16	4
- CCOc1ccc(S(=O)(=O)N(C)CC(=O)N2CCCC2)cc1
    -1	12	1	-1.5	1	-2	0	-3	-4	2
- Cn1c(=O)c2cc(NC(=O)Cc3ccccc3F)ccc2n1C/C=C/c1ccccc1
    7	9	.	1.4	17	-1	0	-9	14	0
- C#CCn1ccc(O)c(Cc2ccccc2)c1=O
    -2	5	-7	-0.6	-1	-1	0	6	0	7
- CSc1ccc(/C=N/NC(=O)c2ccc(O)cc2)cc1
    0	4	0	-3.6	0	-1	-5	4	-1	2
- CN(C)c1ccc(/C=N/n2c(-c3ccccc3Br)n[nH]c2=S)cc1
    10	0	-1	2.0	2	1	1	4	5	8

Next section; it opens with the three that closed the last part.
The line under a structure holds: PRMT1 inh	TDP2 inh	HTRA1 inh	PG9 binder	ABHD4 inh	LEDGF integ inh	UHRF1 binding	TCR CD3 inh	SIAE primary	DDE Tn7 FP inh
- C#CCn1ccc(O)c(Cc2ccccc2)c1=O
    -2	5	-7	-0.6	-1	-1	0	6	0	7
- CSc1ccc(/C=N/NC(=O)c2ccc(O)cc2)cc1
    0	4	0	-3.6	0	-1	-5	4	-1	2
- CN(C)c1ccc(/C=N/n2c(-c3ccccc3Br)n[nH]c2=S)cc1
    10	0	-1	2.0	2	1	1	4	5	8
- CCc1noc(C)c1C(=O)N1CCSC1=Nc1cccc(Cl)c1C
    1	1	-12	2.6	-4	-1	2	-2	4	4
- Cc1ccc(-n2nnnc2SCC(=O)Nc2ccc3c(c2)OCCO3)cc1C
    2	-8	5	0.1	1	1	1	4	-17	-11
- Cc1ccc(C(=O)c2cn[nH]c2-c2cc(Cl)ccc2O)cc1
    -2	7	-14	-0.4	-4	0	3	-9	-7	-2
- O=C(NCCCN1CCOCC1)c1ccc(/C=C2\Oc3ccccc3N(Cc3ccccc3F)C2=O)cc1
    8	-10	-15	0.9	-2	-2	0	2	-7	-3
- O=C(Nc1ccc(Cl)cc1F)C1CC1c1ccccc1 (centres undefined)
    2	-5	-25	-0.4	-16	-1	2	2	-6	2
- CCOC(=O)Cc1[nH]nc2c1C(Cc1ccccc1)C(C#N)=C(N)O2 (centres undefined)
    7	-14	0	-0.6	1	-9	-2	-3	4	-7
- N#Cc1ccc(CN2CCN(C(=O)CC(NC(=O)c3ccccc3)c3ccccc3)CC2)cc1 (centres undefined)
    -1	3	-5	-2.4	2	-2	0	1	6	1
- COc1ccc(C2C(C(=O)c3ccco3)=C(O)C(=O)N2Cc2cccnc2)cc1OC (centres undefined)
    2	8	-8	1.7	4	-1	-4	3	5	-2

Copied from the list:
For LEDGF integ inh, Clc1ccc(-c2nnc(-c3ccc(Br)cc3)c(N3CCSCC3)n2)cc1 reads 0
For HTRA1 inh, Cc1nn(-c2ccccc2)c(Cl)c1/C=C/C(=O)c1ccc(O)cc1 reads -35

Screening data from PubChem.

Outcome played no part in choosing rows; any-hit rate near 4.2%.
